OXTR agonist: activates the human oxytocin receptor; CHO-OTR cells, Fluo-8 calcium fluorescence; normalized: DMSO 0%, oxytocin 100%; AID 2435; 320,000 tested, 0.32% active; P30559; activation, % at 3 µM;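 active = activation above the mean of all tested compounds plus 3 SD, cutoff set per screening run, cut at about 20% in these data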;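 note: peak over basal fluorescence ratio from a 100 s FLIPR kinetic read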
MEKK3 PB1 HTS: MEKK3-MEK5 PB1 interaction, increase or decrease; Q99759; bead-based flow cytometry, Alexa488-MEK5 binding to MEKK3; actives lie on both sides; 0 = blocked by unlabeled MEK5, 100 = vehicle; binding response (% of control), % at 10 µM; 290,000 tested, 1.4% active;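 active = binding response more than 3 SD above or below the average of its plate-row segment, actives on both sides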;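 note: Alexa488 bead fluorescence after subtracting the streptavidin-only scavenger bead signal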
Target sequence (Q99759 whole entry, looked up): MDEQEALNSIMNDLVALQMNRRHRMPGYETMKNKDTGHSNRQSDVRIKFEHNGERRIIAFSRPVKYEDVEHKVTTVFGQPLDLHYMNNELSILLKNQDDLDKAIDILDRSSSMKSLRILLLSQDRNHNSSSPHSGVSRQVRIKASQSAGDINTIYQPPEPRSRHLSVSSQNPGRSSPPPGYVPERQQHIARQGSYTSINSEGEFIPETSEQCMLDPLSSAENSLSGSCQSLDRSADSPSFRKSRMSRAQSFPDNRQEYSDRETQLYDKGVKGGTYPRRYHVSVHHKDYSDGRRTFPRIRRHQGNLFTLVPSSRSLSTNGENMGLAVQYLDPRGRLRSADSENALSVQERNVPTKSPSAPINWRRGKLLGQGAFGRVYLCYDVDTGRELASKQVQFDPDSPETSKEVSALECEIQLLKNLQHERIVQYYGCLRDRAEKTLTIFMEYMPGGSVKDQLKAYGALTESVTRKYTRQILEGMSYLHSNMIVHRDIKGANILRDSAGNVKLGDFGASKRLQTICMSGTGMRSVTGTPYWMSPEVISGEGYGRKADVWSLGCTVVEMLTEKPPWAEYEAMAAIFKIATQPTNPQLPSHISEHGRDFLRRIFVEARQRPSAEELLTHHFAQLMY
MEKK2mut PB1 HTS: signal of MEK5 binding to mutant human MEKK2 PB1 domain; bead flow cytometry, Alexa488-MEK5 binding to MEKK2 mutant; percent response, % at 10 µM; 290,000 tested, 0.35% active; in the data active = percent response above about 24%, passing the limit was not always enough; note: inactives centre near 1; some results filed as inactive read as strong as hits; reference of the scale not given here
NALP1 inh: NALP1 inhibition; S. cerevisiae NALP1/ASC/caspase-1 growth, X-gal OD620, 72 h; inhibition, % at 10 µM; 280,000 tested, 0.61% active; in the data active = inhibition mostly above about 24%, no sharp cut-off; inactive = mostly below about 32%; note: some compounds called inactive have numbers as strong as hits
GPR7 antagonist: blocks human GPR7 receptor signaling; AID 1861; GPR7-expressing cells, fluorescence antagonist assay; 290,000 tested, 1.1% active; inhibition, % at 4.4 µM; in the data active = inhibition above about 16%, passing the limit was not always enough;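 note: cells stimulated with the agonist NPW; 0% = agonist with vehicle and 100% = vehicle without agonist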
Target sequence (P48145 whole entry, looked up): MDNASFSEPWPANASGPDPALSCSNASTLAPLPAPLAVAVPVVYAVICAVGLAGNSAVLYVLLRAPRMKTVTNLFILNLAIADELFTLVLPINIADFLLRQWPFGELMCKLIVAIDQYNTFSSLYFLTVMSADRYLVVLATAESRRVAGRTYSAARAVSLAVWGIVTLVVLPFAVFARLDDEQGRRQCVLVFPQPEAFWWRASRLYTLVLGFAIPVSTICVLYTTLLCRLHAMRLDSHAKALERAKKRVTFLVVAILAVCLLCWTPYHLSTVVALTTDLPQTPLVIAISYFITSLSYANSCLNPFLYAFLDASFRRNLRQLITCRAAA
PHOSPHO1 block: inhibitors of human PHOSPHO1 phosphatase; recombinant PHOSPHO1, absorbance phosphatase assay; AID 1565; 290,000 tested, 1.1% active; inhibition, % at 13.3 µM; in the data active = inhibition above about 60%
GalR3 antag: blocks the human galanin receptor 3; inhibition, % at 3 µM; HEK293 GalR3-CNG cAMP membrane potential fluorescence; galR3 body fused to GalR1 C-terminus; O60755; 360,000 tested, 0.44% active;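 active = inhibition above the screen-wide average plus 3 SD, cut at about 13% in these data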;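 note: forskolin and galanin both at EC90 stimulate the cells; cAMP rise reported by CNG channel membrane potential dye signal; 0% = forskolin plus galanin with DMSO and 100% = forskolin alone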
V1aR counter: activates human V1a receptor in oxytocin agonist counter-screen. CHO-V1R cells, Fluo-8 calcium fluorescence, agonist mode; 0% DMSO, 100% 3 nM vasopressin. activation, % at 3 µM. 320,000 tested, 0.25% active;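 active = activation above the mean activation of all tested compounds plus 3 SD, per screening run, cut at about 20% in these data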;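 note: signal is peak over basal fluorescence ratio across a 100 second FLIPR read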
MEKK2wt PB1 HTS: raises or lowers MEK5 binding to wildtype human MEKK2 PB1 domain | 290,000 tested, 1.1% active | binding response (% of control), % at 10 µM | bead flow cytometry, Alexa488-MEK5 binding to MEKK2 WT; actives lie on both sides; in the data active = binding response below about 67% or above about 130%
Active calls of the source: *; / = not tested or not shown.

SMILES	OXTR agonist	MEKK3 PB1 HTS	MEKK2mut PB1 HTS	NALP1 inh	GPR7 antagonist	PHOSPHO1 block	GalR3 antag	V1aR counter	MEKK2wt PB1 HTS
CCC(C)(C)NC(=O)C(c1ccc(OC)cc1)N(C(=O)CCC(=O)Nc1cc(C)on1)c1ccc(F)cc1 (configuration not stated)	-2.2	103	1	13	-2	20	-11	-1.0	99
O=C(NCC(=O)N(c1cccc(F)c1)C(C(=O)NC1CCCC1)c1ccncc1)c1cccs1 (configuration not stated)	0.9	104	2	3	-7	28	-5	0.1	98
O=C(Oc1ccc(C(=S)N2CCOCC2)cc1Cl)c1ccccc1F	-0.1	108	1	12	14	-8	-9	1.9	107
COc1cccc(-c2csc(N3CCN(C(=S)Nc4cccc(Cl)c4)CC3)n2)c1	0.0	108	5	-16	6	19	-14	0.8	112
COc1ccc(F)cc1S(=O)(=O)N1CC(C)CC(C)C1 (configuration not stated)	-0.2	102	12	8	-1	-16	1	-1.5	105
CCOC(=O)C(C#N)(Cc1cc(OC)cc(OC)c1)Cc1cc(OC)cc(OC)c1	0.0	100	1	/	/	/	-7	0.5	103
CCCC(C)NC(=O)CN1C(=O)c2cccc3cccc1c23 (configuration not stated)	-1.2	107	12	7	-16	36	-1	0.9	112
O=C(Nc1c(-c2ccccc2)nc2ccccn12)c1cccs1	0.0	104	-2	7	6	-30	-12	0.8	98
CN(CCOc1ccccc1)c1ccc(S(=O)(=O)N2CCCCC2)cn1	-2.1	98	11	-9	-4	18	-5	-1.5	95
CCC(CC)C(=O)Nc1cc([N+](=O)[O-])ccc1Cl	-2.6	103	-1	8	-2	5	1	0.0	109
CCCCC(=O)NNC(=S)NC(=O)c1ccc([N+](=O)[O-])cc1	1.0	93	-6	-10	-8	61*	-5	-0.1	91
Cc1ccnc(NC(=O)COc2ccccc2[N+](=O)[O-])c1	/	95	-2	4	0	8	-2	/	99
C=CCCC(=O)N1CCC(n2nccc2NC(=O)c2ccccc2C)CC1	-0.4	104	4	19	-7	38	-2	1.0	102
Cc1ccc2c(CN3CCOCC3)cc(=O)oc2c1	0.7	98	-3	19	1	-4	1	1.0	97
O=C(NCc1nnc2n1CCCCC2)c1ccc(Cl)cc1Cl	-0.6	109	12	14	0	-29	-2	0.2	113
Cc1cc2cc3c(=O)[nH]c(=O)[nH]c3nc2cc1C	-1.3	96	6	7	-21	42	4	0.1	93
CCOc1ccc(N2CC(C(=O)NC3CCCC3)CC2=O)cc1 (configuration not stated)	-0.3	97	-3	-2	-15	36	-7	0.0	94
O=S(=O)(NC(=NCc1ccccc1)c1ccccc1)c1ccc(Br)cc1	-0.4	100	2	3	-10	58	-4	1.3	99
COc1cc([N+](=O)[O-])ccc1NC(=O)CSc1ccccn1	-1.9	103	6	-9	-8	24	/	-1.1	96
CC(C)(C)c1ccccc1N=Cc1ccc2ccccc2n1	0.5	105	4	5	-5	46	3	1.4	103
Fc1ccc(N2CCN(Cc3cnc(Cl)s3)CC2)cc1	-1.3	101	5	11	-16	33	-6	-1.2	99
NC(=O)c1ccsc1NC(=O)c1ccc(S(=O)(=O)N2CCCC2)cc1	0.8	117	-1	3	0	-7	-1	1.8	100
Cc1ccsc1C(=CCCN1CCC[C@@H](C(=O)O)C1)c1sccc1C	-0.8	104	2	/	/	/	/	-0.5	103
Cc1ccccc1-c1nc2sc3c(c2c(=O)o1)CCC3	0.2	111	14	2	-7	-2	-6	1.2	99
Cc1ccc(C)c(NC(=O)C(CC(=O)O)C2CCCO2)c1 (configuration not stated)	-0.1	105	9	21	-20	19	-10	0.1	107
O=C(NS(=O)(=O)Oc1cccc(Cl)c1Cl)OC[C@@H]1CCCN2CCCCC12 (some centres not stated)	-0.5	85	-3	21	-7	-12	-1	2.3	86
Cc1cccc(OCc2nc(-c3cccnc3)no2)c1	0.9	105	-1	20	1	-2	1	4.2	100
CCOc1ccc(-c2csc3ncn(-c4ccc(OC)cc4)c(=O)c23)cc1	-1.5	97	-8	7	-4	24	5	-0.2	92
Cc1ccc(C)c(N2CCN(C(=O)c3ccc4nc(N5CCOCC5)sc4c3)CC2)c1	-0.3	101	-4	32	7	44	-4	0.7	101
C/C(=N\O)C(C)(C)Nc1cccc(F)c1	-0.1	100	-3	/	-2	51	-3	0.0	98
O=C(O)CCN1CC2([N+](=O)[O-])C=CC(=O)C([N+](=O)[O-])(C1)C2CC(=O)c1ccccc1 (configuration not stated)	0.8	115	0	31	-15	14	-2	-0.2	105
CCCCOCCCNC(=O)Cc1cccs1	-1.1	101	-1	5	-12	-22	-7	-0.3	101
COc1cc2cc(C(c3nnnn3C3CCCC3)N3CCc4ccccc43)c(=O)[nH]c2cc1OC (configuration not stated)	-1.1	/	/	13	4	34	/	-0.6	/
Cc1n(CC(O)COCc2ccccc2)c2ccccc2[n+]1C (configuration not stated)	-0.3	/	/	1	-15	-4	0	-0.2	/
COc1cc([N+](=O)[O-])c2nccnc2c1	0.8	98	-4	20	-2	24	-3	0.3	91
Cc1ccc(/C=C/c2onc(C)c2S(=O)(=O)N2CCC(C(=O)NC(C)(C)C)CC2)cc1	-0.9	102	-3	9	2	-14	/	-1.4	104
CCNC(=S)N(Cc1c(C)noc1C)c1ccccc1	9.7	98	-3	14	4	-2	-4	0.3	99
Cc1nnc(SCC(=O)Nc2cc(C(C)(C)C)nn2-c2ccccc2)s1	0.8	92	-2	40	-10	-15	-8	1.5	95
O=C(/C=C(/c1ccc(Cl)cc1)n1cncn1)c1ccccc1	-3.2	91	-2	30	-9	-10	1	-1.2	94
CC(C)CC(=O)Nc1ccc(S(=O)(=O)NCc2ccco2)cc1	-0.3	97	1	-22	3	22	-1	-0.3	97
CCCCn1c(=N)n(CC(O)COc2cccc(C)c2)c2ccccc21 (configuration not stated)	12	109	9	11	33*	-2	-9	5.3	125
Cc1ccc(S(=O)(=O)N2CCOCC2)cc1C(=O)OCC(=O)Nc1ccc2c(c1)OCO2	0.1	104	9	27	-8	-12	-2	0.5	107
O=C(NCc1ccco1)c1sc(=S)n2c1[nH]c(=O)c1ccccc12	24*	100	0	-6	7	54	-8	21*	103
COc1cc(OC)c(C2SCCN2S(=O)(=O)c2ccc(F)cc2)cc1OC (configuration not stated)	-0.4	73	-3	14	25	28	-2	1.5	79
Cn1nnnc1Sc1ccc(C(=O)O)cc1[N+](=O)[O-]	-0.3	100	-1	-8	-17	32	-4	0.9	100
OCC1(Cc2cccc(Cl)c2)CCCN(Cc2sc(N3CCCC3)nc2Cl)C1 (configuration not stated)	0.7	108	-22	5	4	41	1	2.4	101
CC(NC(=O)CCc1ccc(S(=O)(=O)NC2CCCCC2)cc1)c1ccccc1 (configuration not stated)	1.1	104	6	3	7	-6	0	3.4	103
COC(=O)C1CC(O)CN1C(=O)NC1CCCCC1 (configuration not stated)	-1.2	73	-23	12	10	46	-4	-0.5	69
CC(=O)c1ccc(NC(=O)CSc2n[nH]c(-c3cccnc3)n2)cc1	1.1	95	0	10	2	24	-9	0.1	96
O=C(CSCc1c(Cl)cccc1Cl)NN=C1CCCC1	-0.6	100	-3	10	-11	7	10	0.0	93
O=C(NC1CCCCC1)C1CCCN(S(=O)(=O)c2cccc3cccnc23)C1 (configuration not stated)	-0.5	129*	27	-21	-29	32	-7	-0.1	115
COc1ccccc1[C@@H]1C(c2ccc(F)cc2)=NN(c2ccccc2)[C@H]1C(=O)N1CCOC1=O	-0.8	98	-3	20	-11	-9	-3	0.3	91
c1ccc(COc2cccc(CNCc3cccnc3)c2)cc1	3.4	103	9	30	-7	37	-4	2.0	108
CC1CC(=O)c2cn3c(nc2C1)nc1ccccc13 (configuration not stated)	-0.3	104	1	11	-10	-12	-7	-0.2	103
Cc1cccc(NC(=S)NCC(c2cccnc2)N2CCOCC2)c1C (configuration not stated)	-1.0	108	19	29	-1	-12	1	-0.2	107
CCOC(=O)c1c(NC(=O)C2CCCCC2)sc2c1CCN(CC)C2	-0.8	101	2	31	2	28	/	2.8	104
COC(=O)c1c(NC(=O)COC(=O)c2ccc(Cl)cc2[N+](=O)[O-])sc2c1CCCCC2	-0.7	103	26	15	-7	-6	-6	0.1	115
COc1ccc(CNC(=O)CSc2nc3ccc(C)cc3[nH]2)cc1OC	0.2	101	2	18	-25	22	-5	1.7	100
CC(=O)OC1CC(c2cc(C(C)(C)C)c(O)c(C(C)(C)C)c2)=NO1 (configuration not stated)	-2.0	98	-4	-2	-15	15	-2	-1.0	97
COc1ccc(NC(=O)c2ccco2)cc1NC(=O)c1cccnc1	0.2	96	6	9	-9	24	-1	-0.4	101

Some of these compounds in order of SMILES length, rising.
SMILES	OXTR agonist	MEKK3 PB1 HTS	MEKK2mut PB1 HTS	NALP1 inh	GPR7 antagonist	PHOSPHO1 block	GalR3 antag	V1aR counter	MEKK2wt PB1 HTS
CC1CC(=O)c2cn3c(nc2C1)nc1ccccc13 (configuration not stated)	-0.3	104	1	11	-10	-12	-7	-0.2	103
COc1ccc(CNC(=O)CSc2nc3ccc(C)cc3[nH]2)cc1OC	0.2	101	2	18	-25	22	-5	1.7	100
CC(=O)c1ccc(NC(=O)CSc2n[nH]c(-c3cccnc3)n2)cc1	1.1	95	0	10	2	24	-9	0.1	96
COC(=O)c1c(NC(=O)COC(=O)c2ccc(Cl)cc2[N+](=O)[O-])sc2c1CCCCC2	-0.7	103	26	15	-7	-6	-6	0.1	115

Carrying on.
SMILES	OXTR agonist	MEKK3 PB1 HTS	MEKK2mut PB1 HTS	NALP1 inh	GPR7 antagonist	PHOSPHO1 block	GalR3 antag	V1aR counter	MEKK2wt PB1 HTS
Cc1cc(C)cc(NC(=O)CSc2n[nH]c(-c3cccnc3)n2)c1	1.2	102	-1	9	-15	17	-8	1.2	101
COc1ccc(N2CCN(CC(=O)NCc3ccc(Cl)cc3)CC2)cc1	0.9	101	0	15	9	39	-2	4.6	106
COc1cccc(/C=C/C(=O)NCc2cn3cc(Cl)ccc3n2)c1	-3.3	64	-7	-26	3	15	-1	-0.4	78
N/C(=N\OC(=O)/C=C/c1ccccc1)c1ccccn1	-0.2	106	0	7	-1	39	-3	0.7	105
C/C(=N\NC(=S)Nc1cccc(C)c1)c1cccc(N)c1	0.7	115	0	11	-4	8	0	-0.2	104
COc1ccccc1NC(=O)c1ccccc1C(=O)Nc1ccccc1OC	-0.7	104	-2	14	-11	36	0	-0.2	99
CN1CCCN(Cc2cccc3ccccc23)CC1	0.2	92	-2	12	10	19	-12	1.0	96
CCc1nc(NCc2ccccn2)c2oc3ccccc3c2n1	7.2	107	-2	2	/	-15	-5	5.8	104
Cc1cc(C)n2c(SC/C(O)=C(\C#N)c3nc4ccccc4[nH]3)nnc2n1	-0.3	93	-7	4	-15	9	-3	-0.3	88
CCNC(=S)N(CCc1c(C)[nH]c2ccc(C)cc12)Cc1cccnc1	-1.3	106	12	12	3	20	-7	1.4	116
COc1ccc(OCC(=O)N/N=C/c2ccc(N(C)C)cc2)cc1	-1.6	101	-2	-5	-11	-23	-4	-0.7	103
CC(NC(=O)C1CCC(C(C)(C)C)CC1)C(c1ccccc1)N1CCOCC1 (configuration not stated)	-2.7	101	-9	18	6	42	-6	-1.5	91
O=S(=O)(N/N=C\c1ccc2c(c1)OCO2)c1ccc(Cl)cc1	-0.6	102	7	28	-7	12	-3	4.8	105
CCCCn1c(N)c(N(CCOC)C(=O)c2ccc(-c3ccc([N+](=O)[O-])cc3)o2)c(=O)[nH]c1=O	-0.6	98	2	6	-24	14	1	0.3	97
